Screens deposited in PubChem by National Center for Advancing Translational Sciences (NCATS).
Vif-APOBEC3F blk = qHTS for Inhibitors of Vif-A3F Interactions: qHTS | HeLa A3F-eYFP + Vif (tagged APOBEC3F with the HIV-1 protein that degrades it), YFP fluorescence increase | Potency, µM (titrated, usually from 46.1 µM), inactives show at the top dose activity, negative = active | 390,000 tested, 0.2% active | AID 602313, 2012; further: potency means the concentration at half of the fitted maximal effect; % of control where 0% means no effect; nearly all actives have a fitted effect of over 65% in size
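HeLa cells stably expressing A3F-eYFP plus Vif, plated and incubated overnight at 37 deg C, then exposed to compounds overnight at 37 deg C. Blocked degradation read as raised yellow fluorescence (Ex 488/Em 500-530).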
RXFP1 ag = qHTS Assay for Agonists of the Relaxin Receptor RXFP1 | HEK293T-RXFP1 cAMP TR-FRET, 30 min; response scale: percent of porcine relaxin response, buffer zero | 370,000 tested, 0.3% active | AID 2676, 2010 | Potency, µM (top dose mostly 57.5 µM), for inactives: at the top dose activation, usual class: activators | Relaxin receptor 1 (Homo sapiens), Q9HBX9; further: potency means the concentration at half of the fitted maximal effect; on the % scale 0 is the no-effect control and ±100 the full control effect; nearly all actives have a fitted effect of over 60% in size; many of its hits are not listed in these tables
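HEK293 cells stably expressing RXFP1, treated 30 min at 37C with compounds plus PDE4 inhibitor Ro 20174; cAMP measured by HTRF TR-FRET. Normalized to buffer and 29 nM porcine relaxin; EC50 by Hill fit.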
Vif-APOBEC3G blk = qHTS for Inhibitors of Vif-A3G Interactions: qHTS; HeLa A3G-eYFP + Vif (tagged APOBEC3G with the HIV-1 protein that degrades it), YFP fluorescence, overnight; Potency, µM (series often up to 46.1 µM), for inactives: top-dose activity, negative = active, most hits filed as inhibitors; 410,000 tested, 0.076% active; AID 602310, 2012;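 further: potency means the concentration at half of the fitted maximal effect; on the % scale 0 is the no-effect control and ±100 the full control effect; nearly all actives have a fitted effect of over 60% in size; hits raise eYFP signal because A3G escapes Vif-driven loss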
Target sequence (Q9HC16 whole entry, looked up): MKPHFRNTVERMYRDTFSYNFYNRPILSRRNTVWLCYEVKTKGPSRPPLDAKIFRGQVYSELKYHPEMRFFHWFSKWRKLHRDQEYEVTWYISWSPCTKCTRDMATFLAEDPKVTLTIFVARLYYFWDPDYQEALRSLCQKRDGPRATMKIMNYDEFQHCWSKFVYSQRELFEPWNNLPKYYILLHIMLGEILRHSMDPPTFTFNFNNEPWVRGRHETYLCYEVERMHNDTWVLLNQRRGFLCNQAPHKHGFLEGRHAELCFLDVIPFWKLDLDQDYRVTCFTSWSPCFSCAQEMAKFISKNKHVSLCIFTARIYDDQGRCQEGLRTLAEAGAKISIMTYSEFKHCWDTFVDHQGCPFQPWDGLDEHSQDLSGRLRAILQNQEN
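Read-out is eYFP fluorescence (Ex 488/Em 500-530) from Vif-expressing HeLa A3G-eYFP cells; more signal means A3G escaped Vif-mediated degradation. Cells plated overnight, compound pinned in, incubated overnight at 37 deg C.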
PI4K2A block = qHTS for small molecular inhibitors of PI4K2A | Phosphatidylinositol 4-kinase type 2-alpha (Homo sapiens), Q9BTU6 | purified PI4K2A, ADP-Glo luminescence, 1 h; active compounds read low | activity change, negative = inhibition, % at 76.9 µM | 420,000 tested, 0.13% active; in the data active means activity change below about -50%; inconclusive means mostly about -30% to -49%;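 further: -100% = wells without enzyme as full effect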
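ADP-Glo luminescence measured ADP generated by PI4K2A enzyme (4 ug/mL before mixing) with 1.2 mM PI substrate (pre-mix) and 300 microM ATP (pre-mix). Tris pH7.5 buffer with MgCl2, Triton X-100; 1 h reaction at ambient temperature.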
mIDH1 inhibitor = qHTS for Inhibitors of mutant isocitrate dehydrogenase 1 (IDH1): qHTS | Isocitrate dehydrogenase [NADP] cytoplasmic (Homo sapiens), O75874 | IDH1-R132H enzyme, NADPH consumption, diaphorase/resazurin fluorescence | Potency, µM (series often up to 76.6 µM), for the others: at the top dose activity change, negative = inhibition, hits mostly inhibitors | 390,000 tested, 0.093% active; further: potency means the concentration at half of the fitted maximal effect; on the % scale 0 is the no-effect control and ±100 the full control effect; nearly all actives have a fitted effect of over 65% in size
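IDH1-R132H (0.5 ug/mL) preincubated 30 min with compound, then NADPH (0.016 mM) and alpha-KG (2 mM) added; 80 min at RT, pH 7.5. Remaining NADPH coupled via diaphorase/resazurin to fluorescence (540/590 nm); concentration-response curves normalized to no-enzyme control.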
TrxR1 substrate = qHTS Assay for Substrates of Mammalian Selenoprotein Thioredoxin Reductase 1 (TrxR1): qHTS; purified TrxR1 substrate turnover, NADPH consumption readout; Potency, µM (series often up to 114 µM), for inactives: at the top dose activity change, negative = substrate turnover; 390,000 tested, 0.01% active; AID 588456, 2011; further: potency means the concentration at half of the fitted maximal effect; on the % scale 0 is the no-effect control and ±100 the full control effect; nearly all actives have a fitted effect of over 50% in size
Target sequence (O89049 whole entry, looked up): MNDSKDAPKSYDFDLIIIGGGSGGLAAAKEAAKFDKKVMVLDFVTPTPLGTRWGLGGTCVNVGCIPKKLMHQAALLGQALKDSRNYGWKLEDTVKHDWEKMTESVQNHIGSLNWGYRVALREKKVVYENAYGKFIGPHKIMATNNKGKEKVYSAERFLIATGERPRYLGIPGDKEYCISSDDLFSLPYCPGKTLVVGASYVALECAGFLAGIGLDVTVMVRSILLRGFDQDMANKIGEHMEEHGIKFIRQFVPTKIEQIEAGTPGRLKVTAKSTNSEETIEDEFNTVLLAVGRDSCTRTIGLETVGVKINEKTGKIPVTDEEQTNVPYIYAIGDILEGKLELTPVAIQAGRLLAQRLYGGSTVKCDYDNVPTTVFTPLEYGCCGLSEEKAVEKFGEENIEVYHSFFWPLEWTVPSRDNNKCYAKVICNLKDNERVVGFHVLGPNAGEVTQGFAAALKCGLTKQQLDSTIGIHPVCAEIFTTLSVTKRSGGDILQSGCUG
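Rat TrxR1, dispensed at 90 nM, was prereduced with 400 uM NADPH (final) for 5 min at ~22 deg C, then incubated with compound 15 min before 400 uM selenite. A first-read NADPH fluorescence drop versus no-compound background flagged substrates.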
GRP78 ERSR act = qHTS for Inducers of the Endoplasmic Reticulum Stress Response (ERSR) in Human Glioma: qHTS. AID 602332, 2012. U87-MG GRP78 promoter luciferase reporter, 16 h. 420,000 tested, 0.02% active. Potency, µM, without a hit: at the top dose activation, actives largely listed as activators; further: potency means the concentration at half of the fitted maximal effect; series mostly up to about 76 µM; % of control where 0% means no effect; nearly all actives have a fitted effect of over 35% in size
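ERSR induction read as luciferase luminescence (Bright-Glo, 10 min at room temperature) in stably transfected human U87-MG glioma cells exposed to compounds for 16 h, using GRP78 as sensor.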
LDHA block = qHTS assay for inhibitors of human lactate dehydrogenase | purified LDHA, NADH/diaphorase-resazurin fluorescence; active compounds read low | activity change, % (values are at about 110 or 230 µM) | 480,000 tested, 0.15% active; in the data active means activity change below about -30%; inconclusive means mostly about -25% to -30%;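 further: plate controls were DMSO wells for no effect and wells without enzyme for full effect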
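Remaining NADH was detected by diaphorase (0.133 mg/mL) converting 37 µM resazurin to fluorescent resorufin, read at 0 and 20 minutes. The preceding 5-minute room-temperature reaction used 2 nM LDHA, 0.2 mM sodium pyruvate and 0.06 mM NADH at pH 7.4.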
USP1-UAF1 inh = Inhibitors of USP1/UAF1: Primary Screen; recombinant USP1/UAF1, Ub-Rhodamine cleavage fluorescence; Potency, µM (series often up to 57.1 µM), inactives show at the top dose activity change, negative = inhibition, most hits filed as inhibitors; 390,000 tested, 0.23% active; AID 743255, 2014; further: potency means the concentration at half of the fitted maximal effect; on the % scale 0 is the no-effect control and ±100 the full control effect; nearly all actives have a fitted effect of over 60% in size; inactives centre near -12
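Step one: compound is pinned into 1nM USP1/UAF1 in HEPES pH 7.8 buffer with TCEP. Step two: 15 min room-temperature incubation. Step three: Ub-Rho (150nM final) starts cleavage, tracked by fluorescence over six one-minute reads.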
Active calls of the source: *; ? = inconclusive; / = no result given; & = joins results of further samples; [ ] = another dose, or the depositor's remark. Unless noted, the call rests on the fitted dose curve; in most records, active means well fitted curve in the direction sought with a large enough effect; inconclusive means small, poorly fitted or top-dose-only effect, or another doubt; inactive means no such curve, though single readings can be large; an effect the other way counts as inactive or inconclusive. A portion of the library; the hit share may differ from the screen's.

SMILES	Vif-APOBEC3F blk	RXFP1 ag	Vif-APOBEC3G blk	PI4K2A block	mIDH1 inhibitor	TrxR1 substrate	GRP78 ERSR act	LDHA block	USP1-UAF1 inh
COc1ccc(N2C(=O)C(F)(F)C2c2ccccc2F)cc1 (centres undefined)	1%	3.6%	1%	1	-3%	7%	-5%	1	-23%
Cn1c(=O)[nH]c(NCCc2ccc(O)cc2)c([N+](=O)[O-])c1=O	-3%	/	0%	-5	5%	-15%	-3%	-6	-4%
O=C(CNC(=O)c1ccc(F)cc1)NCc1ccccn1	4%	0.9%	-3%	2	1%	6%	2%	0	-21%
O=C(Nc1ccccc1N1CCCCC1)c1ccc(F)c(S(=O)(=O)N2CCOCC2)c1	10%	1.3%	2%	5	0%	1%	-1%	-1	-21%
CCOc1ccc(CCNC(=O)COC(=O)c2ccc(S(=O)(=O)N3CCCC3)cc2)cc1OCC	1%	-0.8%	0%	1	4%	13%[57.1 µM]	0%	-9	-16%
Cc1ccc(C(=O)N/C(=C\c2ccc(-c3ccccc3[N+](=O)[O-])o2)C(=O)NCCCN2CCOCC2)cc1	-7%	0.4%	4%	0	0%	-7%	-8%	5	?
Cc1ccc2nsnc2c1S(=O)(=O)N(Cc1cc2cccc(C)c2[nH]c1=O)CC1CCCO1 (centres undefined)	4%	-0.2%	0%	3	-3%	-7%	-2%	-7	-13%
Cc1nc2ccc(NC(=O)N(C)c3ccccc3)cc2s1	-18%	3.0%	0%	2	9%	7%	0%	6	-22%
Cc1ccc(C)c2nc3sc(C(=O)N4CCOCC4)c(N)c3cc12	?	2.1%	10µM*	2	5%	-2%	1%	-1	?
CC1(c2ccccc2)NC(=O)N(CC(=O)Nc2nc(-c3ccccn3)cs2)C1=O (centres undefined)	3%	0.1%	-8%	-6	-2%	0%	-2%	-1	-4%
COc1ccc(NS(=O)(=O)c2cc(Br)cc3c2N(C(=O)C2CC2)CC3)cc1OC	1%	0.4%	2%	1	-3%	1%[57.1 µM]	-4%	-2	-20%
O=C(CCCn1c(=S)[nH]c2ccccc2c1=O)NCCSCc1ccccc1	-15%	1.0%	0%	-6	-12%	-4%	-6%	0	4%
O=C(CCc1nc(-c2ccccc2)no1)NC1CCCCC1	1%	-0.3%	1%	4	10%	-7%	-3%	-4	-12%
CCn1cc(C(=O)N(C)c2cc(C)ccc2OC)c2cc(OC)c(OC)cc2c1=O	-11%	-2.6%	2%	-4	10%	0%	-5%	-1	-5%
COc1ccc(NC(=O)C2(C)Cc3c(-c4cccc(NC(C)=O)c4)ccnc3O2)cc1 (centres undefined)	/	/	?	-1	/	/	-4%	3	/
O=C(Nc1cccc(NC(=O)c2cccnc2)c1)c1cccnc1	-4%	3.4%	0%	-1	-3%	3%	-1%	3	-12%
CCOC(=O)C1(C#N)C(=O)CSC1=Nc1ccccc1Cl (centres undefined)	-10%	/	-6%	2	-8%	/	-5%	-10	-14%
COCCOC(=O)C1=C(C)NC(=O)NC1c1cccc2ccccc12 (centres undefined)	-2%	-0.3%	1%	-2	12%	-1%	-3%	1	-9%
NC(CC(=O)O)c1ccc(Br)cc1 (centres undefined)	-15%	1.2%	0%	-3	-1%	9%[11.4 µM]	-2%	-5	3%
COc1ccc(C(=O)NCc2nnc(SCC(=O)N3CCCCC3)o2)cc1	-5%	1.8%	0%	3	5%	7%	-4%	-12	-14%
O=C(c1ccc(F)cc1F)N1CCCc2ccccc21	0%	0.6%	1%	-6	-5%	2%	-3%	0	-14%
O=C(Cc1cccc(NC(=O)C2CCN(C(=O)C3CCC3)CC2)c1)Nc1cccc(C(=O)N2CCCC2)c1	8%	0.4%	0%	0	-10%	-1%	-3%	-4	-10%
O=C(O)c1ccccc1C(=O)OC1CCCC2CCCC21 (centres undefined)	10%	/	0%	3	3%	9%[11.4 µM]	-4%	-3	-4%
CN(CC(=O)NCCCn1ccnc1)S(=O)(=O)c1ccc(Cl)cc1	-12%	/	-4%	-1	0%	-4%	-2%	-6	-9%
CCOC(=O)c1c(NC(=O)C2c3ccccc3Oc3ccccc32)sc2c1CCC(CC)C2 (centres undefined)	1%	1.3%	-5%	-3	-3%	-3%	-3%	-6	10%

Another view of 2 compounds above:
> COc1ccc(N2C(=O)C(F)(F)C2c2ccccc2F)cc1 (centres undefined)
  Vif-APOBEC3F blk: 1%	RXFP1 ag: 3.6%	Vif-APOBEC3G blk: 1%	PI4K2A block: 1	mIDH1 inhibitor: -3%	TrxR1 substrate: 7%	GRP78 ERSR act: -5%	LDHA block: 1	USP1-UAF1 inh: -23%
> O=C(CCCn1c(=S)[nH]c2ccccc2c1=O)NCCSCc1ccccc1
  Vif-APOBEC3F blk: -15%	RXFP1 ag: 1.0%	Vif-APOBEC3G blk: 0%	PI4K2A block: -6	mIDH1 inhibitor: -12%	TrxR1 substrate: -4%	GRP78 ERSR act: -6%	LDHA block: 0	USP1-UAF1 inh: 4%

The list goes on:
SMILES	Vif-APOBEC3F blk	RXFP1 ag	Vif-APOBEC3G blk	PI4K2A block	mIDH1 inhibitor	TrxR1 substrate	GRP78 ERSR act	LDHA block	USP1-UAF1 inh
CC(C(=O)Nc1ccccc1C(F)(F)F)N1CCN(C)CC1 (centres undefined)	4%	-0.3%	0%	2	-4%	0%	-3%	-12	-17%
S=C(NCCc1ccccc1)N1CCCC1	-19%	/	-1%	-2	-6%	14%[57.1 µM]	0%	-5	6%
CCOC(=O)c1cnc2c(C)cc(Cl)cc2c1N1CCN(C)CC1	-6%	1.9%	0%	1	0%	12%[57.1 µM]	-3%	-5&8	-21%
Cc1ccccc1OCc1nnc(SCC(=O)O)n1-c1ccccc1	1%	1.5%	-3%	1	0%	-1%	1%	-2	-1%
N#CCCN(C(=O)COC(=O)c1ccc(S(=O)(=O)N2CCOCC2)cc1)c1ccccc1	1%	/	4%	-1	4%	-4%	-3%	-3	-12%
Cc1ccc(-c2nc(=S)c3c(n2Cc2ccco2)CC(C)(C)OC3)cc1	-5%	15%	0%	-18	-1%	8%	-5%	4	-17%
COc1ccc(-c2cn[nH]c2-c2ccc(OCc3ccc([N+](=O)[O-])cc3)cc2O)cc1	-4%	0.3%	-13%	2	-2%	-8%	-11%	-6	-22%
CC1(C)CC(NS(=O)(=O)c2ccc(Cl)cc2)CC(C)(C)N1	5%	0.5%	-4%	-3	-3%	-6%[57.1 µM]	-1%	-9	1%
O=C(c1ccncc1)N1CCN(C(=O)c2ccco2)CC1	-2%	0.7%	1%	-5	10%	1%	-2%	0	-9%
CN(Cc1c(F)cccc1Cl)C(=O)CCc1c[nH]c2ccccc12	-6%	-0.7%	1%	8	4%	0%	0%	-5	?
CCS(=O)(=O)NCC(c1cccnc1)N1CCN(c2ccc(OC)cc2)CC1 (centres undefined)	8%	0.4%	-3%	11	0%	9%	-6%	-1	-11%
C/C(N)=C(/C#N)C(=O)COC(=O)c1ccccc1C(=O)c1ccc(C)cc1	?	5.9%	-5%	1	14%	-1%[57.1 µM]	8%	4	-13%
O=C(NCc1ccccc1)C(=O)NCC1CCCN1S(=O)(=O)c1cccs1 (centres undefined)	-9%	-0.2%	1%	-19	5%	-2%	-2%	-5	-7%
COc1cc(OC)nc(Nc2nc(C(N)CCc3ccccc3)cs2)n1 (centres undefined)	/	/	-9%	6	/	/	-3%	-8	/
COc1ccccc1CNC(=O)COC(=O)c1ccc(S(=O)(=O)N2CCCCC2)cc1	2%	/	0%	2	11%	-3%	-2%	-7	-2%
COc1cc(OC)c(NC(=O)CCc2c(C)nc3ncnn3c2C)cc1Cl	0%	9.0%	0%	0	4%	2%	-1%	7	-16%
Brc1c(CSc2nncn2-c2ccccc2)nc2sccn12	-6%	-1.1%	1%	-1	-1%	6%	0%	-9	-11%
COc1ccc(S(=O)(=O)N2CCCCCC2)cc1C(=O)N(C)Cc1ccc(C)cc1	-1%	1.8%	-3%	0	5%	-4%	-3%	-4	-21%
O=C(Nc1nnc(-c2ccco2)o1)c1ccc(S(=O)(=O)N2CCCCC2)cc1	-6%	/	8%	-1	16%	/	-2%	3	-14%
c1ccc(N2CCN(c3ccccc3)C2c2cccs2)cc1	12%	0.0%	-1%	-1	4%	5%	1%	9	-13%
Oc1ccc2ccccc2c1CN1CCOCC1	-2%	-2.4%	1%	-8	9%	65%[activator]	-2%	11	-4%
CC(C)(C)NC(=O)C(=O)N/N=C/c1cccs1	0%	-1.5%	0%	6	-7%	4%[57.1 µM]	-7%	-3	-14%
Cc1ccc(-c2nc3ccccn3c2Nc2ccc3c(c2)OCO3)cc1	-6%	8.5%	-5%	0	?	76%[activator]	2%	8	-21%
CCOc1ccc(-c2cnc(NCc3cccc4ccccc34)n2CCOC)cc1	-1%	-2.5%	2%	-8	-16%	-6%	-8%	-6	-14%
